Mac1 fbg enh = enhancers of CD11b/CD18 adhesion to fibrinogen, primary screen, K562 cells, luminescence. activation, % at 10 µM. AID 1499, 2009. ATPlite luminescence. 93,000 tested, 0.07% active;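 active means 10 µM primary screen giving 50% or more activity, confirmed by 40% or more on retest at that dose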; further: strong numbers were not always called active; reference of the scale not given here
Target sequence (P05107 whole entry, looked up, other chains not shown): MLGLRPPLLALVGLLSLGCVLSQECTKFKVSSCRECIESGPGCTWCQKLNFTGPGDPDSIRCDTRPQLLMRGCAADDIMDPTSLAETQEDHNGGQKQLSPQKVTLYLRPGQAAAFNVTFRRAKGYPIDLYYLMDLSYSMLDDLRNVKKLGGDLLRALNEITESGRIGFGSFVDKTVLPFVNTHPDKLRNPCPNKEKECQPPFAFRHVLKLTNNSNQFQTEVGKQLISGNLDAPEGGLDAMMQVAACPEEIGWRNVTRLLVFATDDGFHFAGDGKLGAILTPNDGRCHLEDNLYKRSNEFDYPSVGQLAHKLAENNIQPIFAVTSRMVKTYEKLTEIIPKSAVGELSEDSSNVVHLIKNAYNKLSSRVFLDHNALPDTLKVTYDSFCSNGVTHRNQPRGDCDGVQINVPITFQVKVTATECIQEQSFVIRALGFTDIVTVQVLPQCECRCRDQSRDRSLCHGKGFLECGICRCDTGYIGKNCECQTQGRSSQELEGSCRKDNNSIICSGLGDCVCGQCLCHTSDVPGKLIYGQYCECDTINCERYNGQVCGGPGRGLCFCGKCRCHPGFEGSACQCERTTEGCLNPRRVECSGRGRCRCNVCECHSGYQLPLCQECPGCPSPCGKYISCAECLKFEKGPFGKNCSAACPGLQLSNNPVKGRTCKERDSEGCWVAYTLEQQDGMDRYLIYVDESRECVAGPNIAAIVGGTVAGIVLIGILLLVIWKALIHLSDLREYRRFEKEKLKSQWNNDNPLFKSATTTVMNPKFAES
Starred values were filed as active, the others as inactive.

Mac1 fbg enh	SMILES
8	CCOC(=O)C1=C(C)N(c2ccc(Cl)cc2)C(=O)NC1c1cccc([N+](=O)[O-])c1 (configuration not stated)
-5	O=[N+]([O-])c1cccc(S(=O)(=O)NCC2CCCO2)c1 (configuration not stated)
1	CC/C(C)=N/Nc1cccc([N+](=O)[O-])c1
2	COc1cccc(N2CCN(C(=S)NCCc3ccccc3)CC2)c1
15	N#C/C(=C\c1ccc(-c2ccc(F)cc2)o1)C(=O)Nc1nc(-c2cccs2)cs1
-2	Cc1csc(SCC(=O)NC(=O)Cc2ccccc2)n1
-3	Cc1cccc(Nc2nc(N)c([N+](=O)[O-])c(N3CCN(C)CC3)n2)c1
30	Cn1cccc1CC(=O)N/N=C/C(Cl)=C/c1ccccc1
1	COc1cccc(NC(=S)N2CCN(c3ccccn3)CC2)c1
-2	CCCc1cc(-c2nc(-c3ccc(Cl)cc3)cs2)ccn1
16	COc1cc(CNCc2cccs2)ccc1OCc1cccs1
-4	CCCCSc1nnc(CSc2nc3nc(C)cc(C)n3n2)o1
1	C/C(=N\NC(=O)c1cccc(S(=O)(=O)Nc2ccccc2Cl)c1)c1ccc(-n2ccnc2)cc1
-3	COc1ccc(-c2cn(-c3ccc(OC)cc3)c3[n+]2-c2ccccc2CC3)cc1
0	O=C(Nc1cccc(-c2nc3ncccc3o2)c1)c1sc2cc(Cl)ccc2c1Cl
-5	CC1(C(=O)NC(=S)N(CCC#N)c2ccccc2)CC1(Cl)Cl (configuration not stated)
0	O=C(CCC(=O)c1cccs1)NCc1ccc(F)cc1
-6	COc1cc(C(=O)N[C@H](C(=O)NC2CCCCCC2)C(C)C)cc(OC)c1OC
1	Cc1c2cnn(CC(=O)Nc3cccc(C(F)(F)F)c3)c(=O)c2c(C)n1Cc1ccccc1F
-2	Cn1c(=O)n(C)c2cc([N+](=O)[O-])c(N3CCN(S(=O)(=O)c4ccccc4)CC3)cc21
7	CCc1ccc2c(c1)/C(=N/N(C)C(=S)NC)C(=O)N2
0	Cc1c(Cl)cnc(NC(=O)COC(=O)CCc2nc3ccccc3s2)c1Cl
4	OC(COc1cc(Cl)c(Cl)cc1Cl)CN1CCN(c2ncccn2)CC1 (configuration not stated)
-1	O=C(CSc1nn(-c2ccccc2)c(=S)s1)NC1CCS(=O)(=O)C1 (configuration not stated)
11	Cc1ccccc1OCC(=O)N/N=C/c1ccc([N+](=O)[O-])o1

Random excerpt: 5 entries already listed.
Mac1 fbg enh	SMILES
1	COc1cccc(NC(=S)N2CCN(c3ccccn3)CC2)c1
15	N#C/C(=C\c1ccc(-c2ccc(F)cc2)o1)C(=O)Nc1nc(-c2cccs2)cs1
7	CCc1ccc2c(c1)/C(=N/N(C)C(=S)NC)C(=O)N2
8	CCOC(=O)C1=C(C)N(c2ccc(Cl)cc2)C(=O)NC1c1cccc([N+](=O)[O-])c1 (configuration not stated)
16	COc1cc(CNCc2cccs2)ccc1OCc1cccs1

Later entries:
Mac1 fbg enh	SMILES
-2	O=C(Nc1ccccc1)Nc1nc(-c2ccc(Cl)cc2)cs1
-1	CCc1ccc(OCC(=O)NC(NC(=S)Nc2ccccc2C)C(Cl)(Cl)Cl)cc1 (configuration not stated)
0	CC(=O)Nc1ccc(SCC(=O)N(CCC#N)c2cc(C)cc(C)c2)cc1
-5	CCC/C(O)=C1\C(=O)CC(c2ccccc2)CC1=NC (configuration not stated)
-8	CCCCN(C(=O)CSc1nnc(Nc2ccc(C)c(C)c2)s1)c1c(N)n(Cc2ccccc2)c(=O)[nH]c1=O
4	COc1cc(/C=N/Nc2nc3ccccc3[nH]2)ccc1O
-2	Cc1cc(C)c[n+](-c2nc([O-])sc2C=O)c1
-3	CCOC(=O)c1cc(-c2ccccc2)nn1-c1ccccn1
0	CC(C)c1ccc(C2N3CC4([N+](=O)[O-])CN2CC([N+](=O)[O-])(C3)C4(C)C)cc1 (configuration not stated)
-3	COc1cccc(CNCCNC(=O)c2ccco2)c1OC
-5	O=C(NC(Nc1ncc(S(=O)(=O)c2ccc([N+](=O)[O-])cc2)s1)(C(F)(F)F)C(F)(F)F)c1ccc(Cl)cc1
-6	Cc1ccc(S(=O)(=O)N/N=C/c2cc(Br)c(C)o2)cc1
-4	Cc1ccc(S(=O)(=O)N2c3ccccc3NC(=O)CC2C)cc1 (configuration not stated)
-2	CC(C)(C)c1cc(C(=O)N/N=C/c2ccco2)n[nH]1
4	CCOC(=O)N1CCN(c2c(NCc3ccc(N(C)C)cc3)c(=O)c2=O)CC1
0	CCc1ccc(Nc2ccc(S(=O)(=O)N3CCOCC3)cc2[N+](=O)[O-])cc1
-3	O=C(O/N=C1\CCCc2ccccc21)c1cccc(Cl)c1
-3	CCOc1cc(/C=C2\N=C(C)OC2=O)cc(Br)c1OCC(=O)OC
-3	Cc1ccc(Cl)cc1NC(=O)c1ccc(CSc2nnnn2C)cc1
-4	Fc1ccc(C2CC(c3cccs3)=NN2C(=S)Nc2ccccc2)cc1 (configuration not stated)
-1	CCOC(=O)CSCC(=O)N1N=C(c2cccs2)CC1c1ccc(F)cc1 (configuration not stated)
0	CC(C)(C)c1nn2cnnc2n(/N=C/c2cccc3ccccc23)c1=O
0	COc1ncnc2c1oc1nc(CC(C)C)c3c(c12)CC(C)(C)OC3
-5	COC(=O)C1CCN(c2c([N+](=O)[O-])cc(C(F)(F)F)cc2[N+](=O)[O-])CC1
-2	CC(C)NC(=S)N=Nc1c(O)[nH]c2ccc(C(C)C)cc12

Entries from the list above that have a cyano group (three):
Mac1 fbg enh	SMILES
15	N#C/C(=C\c1ccc(-c2ccc(F)cc2)o1)C(=O)Nc1nc(-c2cccs2)cs1
-5	CC1(C(=O)NC(=S)N(CCC#N)c2ccccc2)CC1(Cl)Cl (configuration not stated)
0	CC(=O)Nc1ccc(SCC(=O)N(CCC#N)c2cc(C)cc(C)c2)cc1

Next structures follow:
Mac1 fbg enh	SMILES
-4	C/C(=N\OC(=O)NC(C)C)c1sc(-c2ccccc2)nc1C
2	CCOc1cc(C(=O)Nc2ccc3c(c2)OCO3)ccc1OCCOc1ccccc1Cl
-3	NC1=NC(=O)/C(=C/c2cccs2)S1
-1	C/C(Cn1nc([N+](=O)[O-])cc1C)=N\NC(=O)c1cccc(Br)c1
-1	O=C(O)CCCNS(=O)(=O)c1ccc2c(c1)OCCCO2
-3	Cc1ccc2c(c1)sc1nc(=O)n(-c3ccc(Cl)cc3)c(=O)n12
1	Cc1ccc(-c2cc(C(=O)N(C)Cc3cnn(C)c3C)c3cc(Br)ccc3n2)cc1
-3	O=C(COC(=O)C1CCC(=O)N1)Nc1ccc(Cl)cc1Cl (configuration not stated)
-3	Cc1ccccc1C(=O)Oc1ccc(Sc2ccc(O)cc2)cc1
1	CC1Oc2ccccc2C=C1/C=N/NC(=O)c1ccccc1 (configuration not stated)
5	Cc1ccc(OCC(=O)N(Cc2ccccc2)C(C)(C)C)c([N+](=O)[O-])n1
6	CCc1nn(C)c(-c2n[nH]c(=S)n2N)c1Cl
-4	COc1ccc([N+](=O)[O-])cc1NC(=S)Nc1ccccc1
1	O=c1cc(-c2ccc3c(c2)OCCO3)oc2ccc(Cl)cc12
-5	O=C(Nc1ccc(N2CCCCC2)cc1)c1ccccc1
-1	CSc1ccc(/C=C/C(=O)c2ccc(NC(=O)C(C)C)cc2)cc1
-2	Cc1cccc(Cn2c(Cc3ccccc3)nc3ccccc32)c1
-4	N#Cc1ccc(-c2ccc(F)cc2)nc1Sc1ccc(F)cc1
20	CCCC(=O)Nc1nc(C)c(-c2csc(Nc3ccccc3C)n2)s1
9	COC(=O)c1ccc(OCC(O)CN(CCO)CC(O)Cn2ccc3ccccc32)cc1 (configuration not stated)
-4	COc1ccc(-c2[nH]ncc2/C=C(\C#N)C(=O)NC2CC2)cc1
6	CCCCC(=O)Nc1ccc(C(=O)NNC(=S)NC(=O)c2cccs2)cc1
0	CCOC(=O)C(NC(=O)NCc1ccc(OC)cc1)(OCC)C(F)(F)F (configuration not stated)
-4	CCN(CC)C(=S)NC(=O)c1ccc(Cl)cc1Cl
-1	CCCCNC(=S)N(C)/N=C/c1ccccc1F
-4	Cc1cccc(OCCSCc2nc3ccccc3[nH]2)c1
-2	CNC(=S)NNC(=O)c1sccc1OCc1ccc(C)cc1
-6	COC(=O)c1ccc(NC(=S)N2CCC(C(N)=O)CC2)cc1
-3	COc1ccccc1NC(=O)Nc1ccc2c(c1)nnn2C
-4	Cc1ccc(CNC(=O)CSc2nc3ccccc3c3nc(C)nn23)cc1
-1	CC(Sc1ccc(Cl)cc1)C(=O)Nc1ccccc1-c1ccccc1 (configuration not stated)
-3	CCOC(=O)c1[nH]c(C(=O)O)c(CCN(CC)CC)c1C
4	C=CCc1cc(C=O)cc(OC)c1OCc1ccc(Cl)cc1
-9	O=C(NCC(c1cccs1)N1CCOCC1)c1ccccc1NS(=O)(=O)c1cc([N+](=O)[O-])ccc1Cl (configuration not stated)
17	Cc1ccc(-c2nnc(Nc3ccc(C(N)=O)cc3)c3ccccc23)cc1S(=O)(=O)NCC1CCCO1 (configuration not stated)
-7	CC(NC(=O)c1ccc(F)cc1)c1ccc2c(c1)CCCC2 (configuration not stated)
2	O=C(Nc1ccc(CN2CCCCC2)cc1)c1cccc(Br)c1
-3	CSc1ccc(/C=N\NC(=O)COc2ccc(Cl)cc2Br)cc1
-2	CC(C)CC(=O)Nc1ccc(C(=O)NNC(=O)C(c2ccccc2)c2ccccc2)cc1
6	Nc1nnc(SCC(=O)OCC(=O)Nc2ccc(Br)cc2)s1
0	Cc1ccccc1C(=O)Oc1ccc(Br)cc1C(=S)N1CCCC1
18	Cc1c(Cl)cnc(NC(=O)COC(=O)Cc2coc3ccc4ccccc4c23)c1Cl
4	Cc1ccc(C(=O)NCC(=O)Nc2ccccc2C(F)(F)F)cc1
0	O=C(Nc1cccnc1)c1cc(-c2cccnc2)nc2ccc(Br)cc12
-3	COc1ccc(N=C2S/C(=C\c3ccc(C)o3)C(=O)N2CC(C)C)cc1
-5	O=C(Oc1ccc(Cl)cc1)c1ccc2nccnc2c1
0	O=C(O)c1ccc(Cl)c(S(=O)(=O)NCC2CCCO2)c1 (configuration not stated)
12	CC(/C=N/n1c(-c2ccc(Cl)cc2)n[nH]c1=S)=C\c1ccco1
-3	Cc1ccccc1NC(=O)c1ccc(N/N=C/c2ccccc2O)c([N+](=O)[O-])c1
-3	CCOC(=O)Cc1csc(NS(=O)(=O)c2ccc(F)cc2)n1

As a short view, part of the list above.
Mac1 fbg enh	SMILES
0	O=C(O)c1ccc(Cl)c(S(=O)(=O)NCC2CCCO2)c1 (configuration not stated)
12	CC(/C=N/n1c(-c2ccc(Cl)cc2)n[nH]c1=S)=C\c1ccco1
-3	Cc1ccccc1NC(=O)c1ccc(N/N=C/c2ccccc2O)c([N+](=O)[O-])c1
-3	CCOC(=O)Cc1csc(NS(=O)(=O)c2ccc(F)cc2)n1

The listing continues:
Mac1 fbg enh	SMILES
-5	CC1CC(C)CN(S(=O)(=O)c2ccc(C(=O)NCc3ccc4c(c3)OCO4)cc2)C1 (configuration not stated)
0	O=C(/C=C/c1ccc(S(=O)(=O)NCc2ccco2)cc1)NCc1ccccc1Cl
7	Cc1ccnc(NC(=O)C2(c3cccs3)CCOCC2)c1
1	CN1C(=O)CC(N2CCN(Cc3ccc(Cl)cc3)CC2)C1=O (configuration not stated)
0	CN1C2=C(C#N)C(c3ccccc3)(C(F)(F)F)NC(=O)N2c2ccccc21 (configuration not stated)
2	CCC(CCC(=O)Nc1nncs1)C(=O)O (configuration not stated)
-4	NS(=O)(=O)c1ccc(NC(=O)CSc2nnc(COc3ccccc3Cl)n2C2CC2)cc1
-1	CSc1nc(N(C)NC(=O)c2ccccc2)c2ccccc2n1
0	On1c(-c2ccccc2)nc2ccc(Cl)cc21
83	C=CCn1c(SCC(=O)Nc2ccc(-c3nc4ccc(C)cc4s3)cc2)nnc1-c1ccncc1
19	CC(NC(=O)CCCCCN1C(=O)c2ccccc2C1=O)c1ccc2c(c1)CCCC2 (configuration not stated)
0	O=C(CSc1nnc(Cn2c(=O)sc3ccccc32)n1-c1ccccc1)NCC1CCCO1 (configuration not stated)
-2	Cc1c(C(=O)Nc2ccc(F)cc2)c2ccccn2c1CCc1ccncc1
-3	O=C(NC(Cc1ccccc1)C(=O)O)/C(=C/c1ccccc1)NC(=O)c1ccccc1 (configuration not stated)
7	Cc1cccc(NC(=O)C(=O)NCc2ccccn2)c1
1	COc1ccc(/C=N/NC(=O)CNC(=O)C2COc3ccccc3O2)cc1OC (configuration not stated)
0	Cn1cc(C(=O)N/N=C/C=C/c2ccccc2)ccc1=O
-1	COc1cc(CNCc2ccco2)ccc1OCc1ccccc1
2	Cc1cccc(NC(=O)NC(C)CCc2ccccc2)c1 (configuration not stated)
0	CS(=O)(=O)N(CC(=O)Nc1cccc(Cl)c1Cl)c1ccccc1
10	CCCCNC(=O)C1=C(N)C(C(=O)Nc2ccc(C)c(S(=O)(=O)N3CCCCC3)c2)SC1=Nc1ccc(C)cc1C (configuration not stated)
2	Cc1cc2oc(C(=O)Nc3ccc(S(=O)(=O)Nc4nccs4)cc3)cc(=O)c2cc1Cl
2	CC1=CN2C(=N)/C(=C\c3cn(CCCOc4ccccc4)c4ccccc34)C(=O)N=C2S1
-12	C(=C\c1nc(N2CCCCCC2)c2ccccc2n1)/c1ccccc1
-17	C=C(C)CSc1cc(C)c(C#N)c2nc3ccccc3n12
-4	CCn1cnc2sc(C)c(C)c2c1=O
-3	Cc1cccc(-n2cccc2)c1C#N
-6	COc1ccc(NC(=O)C23CC4CC(C2)CC(c2ccccc2)(C4)C3)c(OC)c1
2	CCc1nc(SCC(=O)N2CCC(Cc3ccccc3)CC2)c2c(=O)n(C)c(=O)n(C)c2n1
10	CC1CCCC(C)N1/N=C/c1cc(Br)cc(Br)c1O (configuration not stated)

Filtered by structure, the entries above with a tert-butyl group.
Mac1 fbg enh	SMILES
-2	CC(C)(C)c1cc(C(=O)N/N=C/c2ccco2)n[nH]1
0	CC(C)(C)c1nn2cnnc2n(/N=C/c2cccc3ccccc23)c1=O
5	Cc1ccc(OCC(=O)N(Cc2ccccc2)C(C)(C)C)c([N+](=O)[O-])n1

Bioassay records (PubChem)

Some of the compounds tested (hit frequency here may not be typical).
